From PubChem BioAssay
PP1 counter: blocks human PP1-alpha phosphatase, a PP5 counter-screen | 0.9% of 320,000 active | P62136 | inhibition, % at 6.7 µM | AID 2235 | purified PP1alpha, OMFP fluorescence;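 active means inhibition above the mean inhibition of all tested compounds plus 3 SD, computed separately for each screening campaign, cut at about 15% in these data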
Target sequence (P62136 whole entry, looked up): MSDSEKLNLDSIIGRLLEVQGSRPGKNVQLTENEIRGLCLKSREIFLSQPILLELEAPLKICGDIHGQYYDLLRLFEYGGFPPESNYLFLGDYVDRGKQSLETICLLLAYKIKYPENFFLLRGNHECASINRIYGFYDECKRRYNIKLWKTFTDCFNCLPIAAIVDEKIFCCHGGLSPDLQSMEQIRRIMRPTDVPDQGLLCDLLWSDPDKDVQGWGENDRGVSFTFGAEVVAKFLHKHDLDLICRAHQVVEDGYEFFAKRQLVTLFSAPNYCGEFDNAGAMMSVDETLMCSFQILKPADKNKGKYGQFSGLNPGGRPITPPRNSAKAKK
PREPL inh: human PREPL enzyme inhibition; recombinant PREPL, fluorescence polarization activity-based probe; inhibition, % at 5.96 µM; 0.68% of 320,000 active; AID 2751; in the data active means inhibition above about 43%;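 further: 0% = enzyme with DMSO and 100% = wells lacking enzyme; many of its hits are not listed in these tables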
ZTA counter: counter-screen for EBNA-1 inhibitors: inhibitors of Epstein-Barr virus ZTA. inhibition, % at 11 µM. ZTA-DNA binding, fluorescence polarization. AID 2234. 0.15% of 320,000 active; in the data active means inhibition above about 33%
Target sequence (P03206 whole entry, looked up): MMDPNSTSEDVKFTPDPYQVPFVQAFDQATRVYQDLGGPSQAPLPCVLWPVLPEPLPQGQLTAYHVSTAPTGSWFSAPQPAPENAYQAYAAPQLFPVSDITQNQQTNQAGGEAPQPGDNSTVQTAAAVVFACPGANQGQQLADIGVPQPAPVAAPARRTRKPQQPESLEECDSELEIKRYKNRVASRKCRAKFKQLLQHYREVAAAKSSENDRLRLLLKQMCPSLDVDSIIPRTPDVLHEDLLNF
TPT1 inh: C. albicans TPT1 enzyme inhibition; 0.81% of 300,000 active; recombinant caTPT1, FP RNA substrate dephosphorylation; inhibition, % at 5 µM; AID 1962;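 active means inhibition above the mean of all tested compounds plus 3 SD, set per screening campaign, cut at about 24% in these data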;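 further: plate controls were DMSO alone for no effect and ferristatin control at 100 nM for full effect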
PP5 inh: inhibitors of human protein phosphatase 5 (PP5). 0.18% of 320,000 active. P53041. purified PP5c, OMFP substrate fluorescence. inhibition, % at 6.7 µM. AID 1987;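 active means inhibition above the campaign's mean inhibition across all tested compounds plus 3 SD, cut at about 9.5% in these data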;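 further: 0% = DMSO only and 100% = 100 µM cantharidin control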
Target sequence (P53041 whole entry, looked up): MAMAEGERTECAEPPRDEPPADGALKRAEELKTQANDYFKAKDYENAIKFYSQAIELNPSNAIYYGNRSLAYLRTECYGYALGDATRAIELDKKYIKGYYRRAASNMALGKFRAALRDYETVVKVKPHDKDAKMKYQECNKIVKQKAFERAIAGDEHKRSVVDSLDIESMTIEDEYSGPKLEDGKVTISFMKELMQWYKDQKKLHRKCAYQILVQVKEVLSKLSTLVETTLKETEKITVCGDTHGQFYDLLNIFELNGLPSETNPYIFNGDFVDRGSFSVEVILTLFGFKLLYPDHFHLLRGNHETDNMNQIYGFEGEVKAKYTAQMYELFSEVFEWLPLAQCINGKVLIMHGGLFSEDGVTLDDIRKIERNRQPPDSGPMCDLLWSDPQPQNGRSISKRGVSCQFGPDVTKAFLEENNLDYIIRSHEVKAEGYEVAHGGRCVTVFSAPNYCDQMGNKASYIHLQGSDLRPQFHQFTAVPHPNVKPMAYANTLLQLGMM
EBNA-1 inh: blocks EBNA-1 binding to DNA; inhibition, % at 14.8 µM; 0.34% of 300,000 active; EBNA-1 DNA binding, fluorescence polarization; AID 1950; in the data active means inhibition above about 28%
Efflux pump mplx: inhibitors of Candida antifungal efflux pumps expressed in yeast | S. cerevisiae Candida pump triplex, Nile Red efflux | inhibition, % at 10 µM | 0.44% of 330,000 active | AID 485275;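 active means plate passing quality check with inhibition over a set limit, or well fluorescence over plate mean plus 4 SD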;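 further: Nile Red retained in pooled yeast measured as flow cytometry median fluorescence; 0% = buffer negative control and 100% = Enniatin B positive control; higher means more Nile Red kept so more efflux inhibition; some compounds called inactive have numbers as strong as hits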
CTSL1 counter: blocks F. hepatica cathepsin L1 in PFM18AAP counter-screen; recombinant F. hepatica cathepsin L1, Z-Leu-Arg-MCA fluorescence; inhibition, % at 5.96 µM; 0.49% of 300,000 active; AID 1906;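 active means inhibition above the mean of all tested compounds plus 3 SD, set per screening campaign, cut at about 17% in these data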;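 further: 0% = plate median of test compound wells and 100% = 1 µM Z-Phe-Ala-diazomethylketone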
core dimer inh: HCV core protein dimerization inhibition. AID 1899. inhibition, % at 5 µM. TR-FRET GST/Flag-core106 dimerization, 1536-well. 0.33% of 300,000 active;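 active means inhibition above the mean of all tested compounds plus 3 SD, set per screening campaign, cut at about 45% in these data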
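Assay system: tagged HCV core106 pair (GST and Flag); medium: KF-containing HEPES buffer, pH 7.45, DTT, CHAPS, BSA; also added: Eu donor and XL665 acceptor anti-tag antibodies; dosing: 5 µM single dose; timing: compound-protein-antibody incubation 4 h at 22.5 °C; signal: TR-FRET 671 and 617 nm emission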
An asterisk follows results filed as active; nt = no result given. The list is partial (hit frequency here may not be typical).

SMILES	PP1 counter	PREPL inh	ZTA counter	TPT1 inh	PP5 inh	EBNA-1 inh	Efflux pump mplx	CTSL1 counter	core dimer inh
O=C(/C=C/Nc1ccc(S(=O)(=O)Nc2ncccn2)cc1)c1cccs1	-3	-8	-8	-1	0.3	5	-0.1	0	0
N#Cc1ccc(C(=O)OCCc2cc3ccccc3c(=O)o2)cc1	0	12	-6	nt	3.1	nt	-0.5	nt	nt
c1coc(CSc2ncnc3c2oc2ccccc23)c1	1	-4	0	-2	0.0	3	-0.2	1	-1
CCOC(=O)c1c(NC(=O)/C=C/C(=O)O)sc(C)c1-c1ccc(Cl)cc1	2	-17	25	3	-1.3	3	0.0	4	23
Cc1ccccc1OCCC(=O)OCC(=O)NNC(=O)c1cccs1	1	6	-14	nt	2.2	nt	-0.2	nt	nt
CCS(=O)(=O)c1ccc2c(c1)N(S(=O)(=O)c1ccccc1)CC(C(=O)O)O2 (stereo not drawn)	-3	0	-15	-9	-1.5	-5	-0.1	2	-4
COc1ccc(/C=N/NC(=O)c2ccc(Br)cc2)c(OC)c1	-3	13	-16	-4	2.1	-7	0.0	-2	5
Cc1[nH]c(=O)[nH]c(=O)c1S(=O)(=O)N1CCCC(C(=O)NCCc2ccccc2)C1 (stereo not drawn)	-2	12	-14	-2	3.2	-1	0.1	-6	-6
COc1cccc(C(=O)Nc2nnc(S(=O)(=O)N(C)Cc3ccc(F)cc3)s2)c1	-1	-9	12	3	1.8	-1	-0.4	4	23
COc1ccc(NC(=O)Cc2nnc(N)s2)cc1	3	14	-10	0	0.1	6	-0.2	1	-2
O=C(CN1C(=O)CC(c2ccccc2)=Nc2ccccc21)NC1CCCCC1	-4	10	-5	-6	0.1	2	0.0	2	-2
CC(=O)Nc1ccc(NC(=O)C(C)n2c3ccccc3c3nc(=O)cc(C)n32)cc1 (stereo not drawn)	-2	1	9	5	-0.4	8	0.2	-11	-3
FC(F)(F)c1cccc(Cn2nnnc2-c2cccc(C(F)(F)F)c2)c1	6	5	-6	0	5.4	-7	0.0	2	-1
CNC(=S)N(Cc1ccc(OC)cc1)Cc1cc2cc(C)ccc2[nH]c1=O	-3	-6	-2	2	2.0	3	0.1	2	-1
C=CCOc1ccc(C2=NOC(C(=O)Nc3ccc4c(c3)OCCO4)C2)cc1 (stereo not drawn)	0	1	8	-17	5.2	-9	0.0	-1	0
O=C(CCN1C(=O)C2(OCCO2)c2ccccc21)c1ccccc1	-2	3	-8	-3	1.9	-4	0.0	-4	-1
CSc1ccc(/C=C(/Sc2nnc(-c3ccccc3)o2)C(=O)O)cc1	-3	11	4	-3	-0.1	-3	-0.4	5	5
COc1cccc(C(=O)NCCS(=O)(=O)NCc2ccc3c(c2)OCO3)c1	-3	-3	0	-6	-0.3	2	-0.1	-2	0
CCNC(=O)/C(=C\C=C\c1ccccc1)NC(=O)c1ccc(Br)o1	4	-9	-2	6	4.2	6	0.6	4	-9
O=C(N/N=C/C=C/c1ccc([N+](=O)[O-])cc1)c1cccs1	11	0	0	44*	0.0	2	0.1	7	49*
CC(=O)C(C)Oc1ccc2c3c(c(=O)oc2c1)CCCC3 (stereo not drawn)	-4	12	7	4	-2.0	-20	0.5	-2	-2
O=C(O)/C=C/C(=O)NC1CCCCC1	0	2	-14	2	0.2	6	0.0	0	-12
O=C(NCCc1nc2ccccc2[nH]1)Nc1ccccc1	3	-1	6	3	2.4	-11	0.3	0	-2
NC(=O)CC(NC(=O)Cc1ccc(Br)cc1)c1ccc(NC2CCC2)c([N+](=O)[O-])c1 (stereo not drawn)	8	0	-17	-2	4.4	-1	-0.2	-1	6
COc1ccc(NC(=O)Cn2nnc(C(=O)NCCc3ccc(OC)c(OC)c3)c2N)cc1	-2	-15	-18	0	-0.7	-10	0.0	1	-8
CCOC(=O)C1=C(COC(=O)Cc2ccccc2F)NC(=O)NC1C (stereo not drawn)	0	5	-9	-2	0.6	-13	-0.1	0	-4
Cc1cccc(N2CCN(C(=O)c3cc(S(=O)(=O)N4CCOCC4)cn3C)CC2)c1C	1	15	-1	-3	2.4	5	0.1	-2	15
O=[N+]([O-])c1cc(-c2nnc(-c3ccccc3)o2)ccc1Oc1ccc(Cl)cc1	0	3	9	5	-1.7	3	0.0	-6	-3
NC(=O)CC(NC(=O)Cc1cccc2ccccc12)c1ccc(N2CCC(N3CCCCC3)CC2)c([N+](=O)[O-])c1 (stereo not drawn)	-4	8	-5	0	2.4	-6	0.0	-5	1
CCc1ccc(NC(=O)c2cc(S(=O)(=O)N3CCCC3)c[nH]2)cc1	-3	1	-14	1	4.2	-4	-0.2	-5	2
CC1CCCCC1NC(=O)COC(=O)Cc1ccc(Cl)cc1 (stereo not drawn)	3	12	-16	nt	1.0	nt	0.1	nt	nt
O=C(c1ccc(F)cc1)N1CCCC(c2nc(-c3cccs3)no2)C1 (stereo not drawn)	-4	-12	-2	-1	0.3	0	-0.1	-4	0
Cc1cc(C(=O)NCc2ccc(F)cc2)c2ccccc2n1	-2	7	-5	3	1.8	-2	0.2	1	-1
CCOC(=O)C1CCCCN1Cc1cccc(OCc2ccccc2)c1 (stereo not drawn)	3	26	-7	0	0.7	3	0.1	-3	8
COc1ccc(-c2c(=O)n(OCc3nc4ccccc4[nH]3)c3ccccc3[n+]2[O-])cc1	-4	15	-2	1	0.3	-1	0.1	-3	-1
COC(=O)[C@@H]1C[C@H]1[C@@H](NS(=O)(=O)c1ccccc1)c1ccccc1	2	-7	3	1	-0.8	2	-0.1	-1	1
CC(C)CC(C(=O)NC1CCCCC1)N(Cc1cccs1)C(=O)c1snc(C(N)=O)c1N (stereo not drawn)	0	14	13	5	-0.7	-2	0.4	1	-4
CCc1ccccc1OCCCCCNCCO	-2	-12	6	0	0.0	0	0.1	6	-2
Cc1cnn(-c2cc(N/N=C/c3cccc(F)c3)ncn2)c1	6	-3	11	-2	0.4	1	0.1	-1	19
COCCn1c(=O)[nH]c2cc(C(=O)NCc3cccnc3)ccc2c1=O	-7	20	0	3	-6.7	0	0.2	0	3

Compound profiles, as listed above. Values in the order: PP1 counter | PREPL inh | ZTA counter | TPT1 inh | PP5 inh | EBNA-1 inh | Efflux pump mplx | CTSL1 counter | core dimer inh
Entry for FC(F)(F)c1cccc(Cn2nnnc2-c2cccc(C(F)(F)F)c2)c1 : 6 | 5 | -6 | 0 | 5.4 | -7 | 0.0 | 2 | -1
Entry for CCOC(=O)C1CCCCN1Cc1cccc(OCc2ccccc2)c1 (stereo not drawn) : 3 | 26 | -7 | 0 | 0.7 | 3 | 0.1 | -3 | 8
Entry for Cc1cnn(-c2cc(N/N=C/c3cccc(F)c3)ncn2)c1 : 6 | -3 | 11 | -2 | 0.4 | 1 | 0.1 | -1 | 19
Entry for COc1ccc(NC(=O)Cn2nnc(C(=O)NCCc3ccc(OC)c(OC)c3)c2N)cc1 : -2 | -15 | -18 | 0 | -0.7 | -10 | 0.0 | 1 | -8
Entry for Cc1cccc(N2CCN(C(=O)c3cc(S(=O)(=O)N4CCOCC4)cn3C)CC2)c1C : 1 | 15 | -1 | -3 | 2.4 | 5 | 0.1 | -2 | 15

The results go on:
SMILES	PP1 counter	PREPL inh	ZTA counter	TPT1 inh	PP5 inh	EBNA-1 inh	Efflux pump mplx	CTSL1 counter	core dimer inh
COc1cccc(NC(=O)C2C3C=CC4(O3)C2C(=O)N(CCN2CCCCC2)C4C(=O)NC2CCCCC2C)c1 (stereo not drawn)	-1	19	-2	0	-1.4	-6	0.0	16	-1
O=C(/C=C/c1cccc2ccccc12)NCCC1=CCCCC1	-1	-8	19	-3	-1.0	1	-0.1	1	11
CC(C)c1c(C(=O)N/N=C/c2cccc(OCc3ccccc3)c2)nnn1-c1nonc1N	4	-3	6	0	3.4	-10	0.1	1	15
COCCCN(C)C1CCN(C(=O)Nc2ccc(F)cc2)CC1	-5	-4	-14	-3	3.4	-8	-0.1	-2	-2
O=C1CCCCC1c1cccc2ccccc12 (stereo not drawn)	-4	3	5	1	1.1	1	0.4	0	5
CC(=O)N1CCN(Cc2nc3cc(NC(=O)c4cccc(Br)c4)ccc3n2C)CC1	-4	7	-4	-1	0.8	0	0.0	-2	2
COc1ccc(N(C(=O)c2snc(C(N)=O)c2N)C(C(=O)NCc2ccccc2)c2ccc(F)cc2)c(OC)c1 (stereo not drawn)	3	9	19	0	1.1	7	0.4	1	27
CCOc1ccc(NC(=O)C2CC(=O)N(CCc3ccc(OC)c(OC)c3)C2)cc1OCC (stereo not drawn)	-5	15	-5	nt	1.9	nt	0.5	nt	nt
CNc1nc2c(Cl)cc(Cl)cc2s1	2	10	-2	-2	-1.6	11	0.0	-1	-1
CCCN(CCC)CCCNc1ccc2nnc(-c3ccc(F)cc3)n2n1	-4	-14	3	4	-1.6	-7	0.9	1	-1
COCCN(C(=O)CCC(=O)Nc1nccs1)C(C(=O)NCCC(C)C)c1ccc(F)cc1 (stereo not drawn)	-1	3	-7	1	-1.2	1	-0.4	-2	-8
CCc1ccc2[nH]c(C(=O)N(C)c3ccc(F)cc3F)cc2c1	4	-6	9	-2	1.5	1	-0.1	2	8
O=c1[nH]c2ccc(NCc3ccccc3OCc3ccc(Cl)cc3)cc2[nH]1	2	72*	-20	2	6.3	-2	0.0	2	-23
COC(=O)c1ccc(NS(=O)(=O)c2ccc(SC)cc2)cc1	-1	9	-17	0	2.9	8	0.0	7	3
CC1CCCC(N2CCN(C(=O)c3ccc(F)cc3)CC2)C1 (stereo not drawn)	-1	-1	1	-2	1.6	-7	-0.1	-3	-8
CCOCCc1c(O)nc(SCC(=O)N2CCOCC2)[nH]c1=O	0	0	4	1	2.4	-5	0.0	9	1
CCOC(=O)Cc1csc(NC(=S)NC(=O)c2ccc(F)cc2)n1	1	-17	4	-2	2.3	6	0.1	-2	-1
Cc1ccc(CNC(=O)CCOc2ccc(C(C)(C)C)cc2)cc1	-2	9	7	0	0.4	7	-0.1	0	8
COc1cc(C2C(S(=O)(=O)c3ccccc3)CON2C)ccc1OCc1ccc(F)cc1 (stereo not drawn)	0	29	-5	-6	1.1	-4	-0.1	3	0
CCn1nc(C(=O)NC2=NCCS2)c2ccccc2c1=O	-1	-9	14	-3	0.7	7	0.0	0	-2
CCc1nnc(NC(=O)C2CCCN2C(=O)NC2CCCCC2)s1 (stereo not drawn)	0	-6	-19	0	1.1	-6	0.0	-3	-1
O=[N+]([O-])c1nn(-c2ccc3c(c2)OCCO3)n(O)c1=NCCCO	-1	2	-9	0	-2.2	3	0.0	3	-4
O=C(CN1C(=O)c2cccc3cccc1c23)N1CCN(c2ccc(F)cc2)CC1	-5	5	13	3	-1.4	10	0.1	1	2
CN(C(=O)CCn1c(=S)oc2ccccc21)c1ccc(F)cc1	5	7	-17	0	4.2	-3	-0.2	9	-2
CCOCCCNC(=O)CN1CCN(Cc2ccccc2C)C1=O	-3	6	9	0	0.4	-6	0.4	0	1
Cc1ccc(Cl)cc1N1CCN(C(=O)C(C)n2ncn3cccc3c2=O)CC1 (stereo not drawn)	-1	21	0	1	5.6	-6	0.2	-3	9
C=CCn1c(SCC(=O)c2ccc(O)c(O)c2)nnc1-c1cccnc1	2	20	-15	-4	-0.8	-3	-0.1	-4	-4
Nc1cc(N)nc(SCC(=O)c2ccc3c(c2)NC(=O)CO3)n1	1	13	-7	2	2.0	3	0.2	-3	3
O=C1c2ccccc2C(=O)N1CCCCSc1nc2ccccc2o1	0	-9	-24	-1	3.4	-6	-0.1	9	-11
CCOC(=O)c1sc(-c2ccccn2)nc1C	-3	1	-9	-3	0.4	1	0.0	7	-3
CN(C)CCN(Cc1cccs1)c1ccccn1	0	-2	-6	-3	0.6	-3	0.2	-3	6
COc1cc(/C=N/NC(=O)c2[nH]nc3c2CCc2ccccc2-3)ccc1O	2	24	6	-4	4.0	-2	-0.1	4	-21
